Assay outcomes as filed in PubChem.
SW480 rerep – inducers of DNA re-replication in SW480 colon cancer cells. SW480 DNA re-replication, Hoechst DNA content imaging, 48 h. Potency, µM (top dose mostly 46.1 µM), inactives show at the highest dose re-replication activation, hits mostly activators. 340,000 tested, 1.8% active. AID 624297; also: potency is read from the fitted curve at half-maximal effect; % of control where 0% means no effect; nearly all actives have a fitted effect of over 55% in size
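First, 250 cells per well were seeded. Next, compound or vehicle (23 nL) was pinned in, plates sat 48 hr at 37 C. Finally Hoechst was added for 40 min before fluorescence scanning.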
ATXN2 expr inh – reduces ATXN2 reporter expression in HEK-293 cells; HEK-293 ATXN2-luciferase reporter, luminescence, 24 h; Potency, µM (doses to about 57 µM), for inactives: at the top dose activity change, negative = inhibition, usual class: inhibitors; 360,000 tested, 0.72% active; AID 1745845; also: potency is read from the fitted curve at half-maximal effect; % is scaled to controls: 0 for no effect and ±100 for the full control effect; nearly all actives have a fitted effect of over 55% in size
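qHTS (up to 57 uM final) was run with 24 h compound exposure of reporter cells at 37 °C. Each well was multiplexed: SteadyGlo luminescence measured ATXN2-luciferase expression after a fluorogenic Gly-Phe-AFC viability readout (25 uM final).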
IL-1B inflam inh – blocks inflammasome-driven IL-1 beta release. THP-1 LPS/ATP IL-1B secretion, AlphaLISA, 16 h; active compounds read low. activity change, % at 57.5 µM. 360,000 tested, 4.7% active. AID 743279; in the data active = activity change below about -50%; inconclusive = mostly about -30% to -49%; also: % is scaled to controls: 0 for no effect and ±100 for the full control effect
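THP-1 cells pretreated 1 hr with compounds (up to 57.5 uM final), then stimulated with LPS (250 ng/mL final) plus ATP (1.25 mM final); secreted IL-1B measured by AlphaLISA after 16 hr, decreased signal indicating inhibition.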
KB-3-1 tox – kills parental KB-3-1 adenocarcinoma cells; AID 1347075; KB-3-1 viability, CellTiter-Glo ATP luminescence, 72 h; 400,000 tested, 1.4% active; Potency, µM (top dose mostly 46.1 µM), inactives show at the highest dose activity change, negative = cytotoxic, actives largely listed as cytotoxic; also: potency is read from the fitted curve at half-maximal effect; % is scaled to controls: 0 for no effect and ±100 for the full control effect; nearly all actives have a fitted effect of over 60% in size
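Cells are dispensed, compounds pinned in, plates held at 37 °C for 72 h, then CellTiter-Glo is added and luminescence read after 10 minutes. Cell line: parental KB-3-1 in phenol-red-free DMEM, 10% FBS.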
HT1080-NT tox – kills 2HG-producing HT-1080-NT fibrosarcoma cells; AID 686970; HT-1080-NT fibrosarcoma viability, CellTiter-Glo ATP luminescence, 48 h; 360,000 tested, 1.6% active; Potency, µM (doses to about 46.1 µM), for inactives: at the highest dose activity, negative = less viability, actives largely listed as cytotoxic;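 also: NT is the 2HG producing partner of a matched IDH1 knockdown line; potency is read from the fitted curve at half-maximal effect; 0% = DMSO-treated cells and -100% = media-only wells without cells; nearly all actives have a fitted effect of over 55% in size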
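Luminescent CellTiter-Glo readout after 48 hours of compound exposure at 37 degrees C defined viability of HT-1080-NT cells. Activity was normalized to DMSO wells and cell-free media wells; concentration-response curves were fitted and assigned curve classes.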
KB-V1 cytotox – kills drug-selected multidrug resistant KB-V1 cells; KB-V1 MDR cells viability, CellTiter-Glo, 72 h; Potency, µM (top dose mostly 46.1 µM), inactives show top-dose activity change, negative = cytotoxicity, hits mostly cytotoxic; 400,000 tested, 3.4% active; AID 1347076; also: potency is read from the fitted curve at half-maximal effect; % is scaled to controls: 0 for no effect and ±100 for the full control effect; nearly all actives have a fitted effect of over 60% in size
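KB-V1 MDR subline cells in DMEM (phenol-red free, 10% FBS) exposed to compounds in qHTS concentration series for 72 h at 37 degrees C. Viability read by CellTiter-Glo luminescence; concentration-effect curves fitted after normalization and correction.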
ATXN viability – viability counter-screen for ATXN expression inhibitors; S2 cells (HEK-293 line with an ATXN2-luciferase reporter) viability, CellTiter-Fluor protease fluorescence, 24 h; Potency, µM (titrated, usually from 56.7 µM), most hits filed as cytotoxic; 400,000 tested, 0.49% active; AID 651635; also: potency is read from the fitted curve at half-maximal effect; nearly all actives have a fitted effect of over 40% in size
HT1080 IDH1KD tx – HT-1080 IDH1 knockdown cell toxicity (counter line); AID 686971; 360,000 tested, 2% active; HT-1080 IDH1 knockdown viability, ATP luminescence, 48 h; Potency, µM (highest dose often 46.1 µM), for the others: at the highest dose activity, negative = toxicity, most hits filed as cytotoxic;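 also: potency is read from the fitted curve at half-maximal effect; 0% = DMSO wells and -100% = cell-free medium wells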
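% activity derives from luminescence (CellTiter-Glo), normalised to DMSO and no-cell wells. HT-1080-IDH1KD cells, 750/well, had 48 h compound exposure at 37 °C.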
MCF10A rereplic – induces DNA re-replication in MCF 10a normal breast cells. AID 624296. MCF 10A DNA re-replication, Hoechst nuclear intensity, 48 h. 350,000 tested, 2.9% active. Potency, µM (top dose mostly 46.1 µM), for inactives: top-dose activity, positive = re-replication, hits mostly activators; also: potency is read from the fitted curve at half-maximal effect; % of control where 0% means no effect; nearly all actives have a fitted effect of over 50% in size
* = called active by the depositor; i = inactive; ? = inconclusive; . = no result given; [ ] = dose if it differs, or a comment. Unless noted, calls follow the shape of the dose curve; as a rule, active = well fitted curve in the direction sought with a large enough effect; inconclusive = small, poorly fitted or top-dose-only effect, or another doubt; inactive = no such curve, though single readings can be large; an effect the other way counts as inactive or inconclusive.

1	CCOC(=O)CN(C(=O)CNC(=O)c1cccs1)C(C(=O)NC1CCCC1)c1ccncc1 (stereo not drawn)
2	Cn1c(-c2ccc3c(c2)OCO3)cnc1NC(=O)CCC(=O)NCCc1ccccc1
3	CC(C)CC1NC(=S)N(C2CCCCC2)C1=O (stereo not drawn)
4	O=C1CC(NCc2ccc(F)cc2)C(=O)N1c1ccccc1 (stereo not drawn)
5	Cc1cccc(C(=O)NC2CCCCCCC2)c1
6	COc1ccc(-n2c(=S)[nH]c3sc(-c4ccccc4)cc3c2=O)c(OC)c1

Compound,1,2,3,4,5,6
SW480 rerep,-40%[inhibitor],3%,?,-16%,1%,2%
ATXN2 expr inh,0%,50%[activator],-13%,2%,47%[activator],-8%
IL-1B inflam inh,-5,-10,7,-11,-5,14
KB-3-1 tox,5%,1%,0%,-6%,-16%,?
HT1080-NT tox,7%,1%,0%,7%,-1%,14%
KB-V1 cytotox,15%,-2%,-16%,-5%,2%,?
ATXN viability,?,?,i,i,i,i
HT1080 IDH1KD tx,11%,4%,3%,3%,0%,13%
MCF10A rereplic,13%,1%,16µM*,2%,13%,7%

7	Fc1ccc(-c2nnc(Cc3ccc(Cl)cc3)o2)cc1
8	O=C(OC1CC2CC1[C@H]1CCCCN1C2=O)N1CCC(c2ccccc2)CC1 (stereo partly drawn)
9	COc1ccc(/C=N/NC(=O)c2cc(-c3ccc(C)cc3C)nc3ccccc23)cc1COC(C)=O
10	Cn1c(SCc2ccccn2)nc2c1c(=O)[nH]c(=O)n2C
11	CCc1ccccc1NS(=O)(=O)c1ccc(SC)cc1
12	COc1cccc(C(=O)NCC(=O)N/N=C/c2cccs2)c1

Compound,7,8,9,10,11,12
SW480 rerep,-15%,.,17%,0%,-6%,-1%
ATXN2 expr inh,61%[activator],-14%,31%,.,-9%,14%
IL-1B inflam inh,0,23,0,9,1,21
KB-3-1 tox,18%,-10%,-6%,0%,-5%,19%
HT1080-NT tox,18%,-2%,-4%,17%,-10%,28%
KB-V1 cytotox,5%,8%,0%,?,-2%,-15%
ATXN viability,i,?,i,?,i,i
HT1080 IDH1KD tx,10%,-6%,-16%,14%,-9%,30%
MCF10A rereplic,1%,.,?,-1%,-4%,-11%

13	Cc1ccc(C(=O)N[C@H](C(=O)OCC(=O)Nc2cccc(S(N)(=O)=O)c2)C(C)C)cc1
14	O=c1cc(-c2c(O)c3ccccc3n(Cc3ccccc3)c2=O)[nH][nH]1
15	Cc1c(NC(=O)CN2C(=O)NC3(CCCCC3)C2=O)c(=O)n(-c2ccccc2)n1C
16	CC(=O)c1cccc(NC(=O)N2CCC(NC(=O)C34CC5CC(CC(C5)C3)C4)CC2)c1
17	CC(C)OC(=O)c1cc(-c2ccc(C=O)o2)ccc1Cl
18	O=C1S/C(=C\c2ccc(N3CCOCC3)o2)C(=O)N1c1ccccc1

Compound,13,14,15,16,17,18
SW480 rerep,1%,-27%,2%,-6%,9%,18%
ATXN2 expr inh,8%,-29%,-13%,-3%,13%,5%
IL-1B inflam inh,17,0,5,4,1,-104*
KB-3-1 tox,11%,-2%,9%,0%,?,-8%
HT1080-NT tox,0%,1%,22%,-2%,-13%,?
KB-V1 cytotox,27%,2%,7%,?,?,?
ATXN viability,i,i,i,i,i,?
HT1080 IDH1KD tx,17%,-5%,17%,-3%,-6%,?
MCF10A rereplic,3%,2%,2%,4%,?,?

19	Cc1cc2nc(-c3cccc(NC(=O)c4ccc(Br)o4)c3)oc2cc1C
20	Cc1cccc2cc(C(c3nnnn3Cc3ccccc3)N3CCN(C)CC3)c(=O)[nH]c12 (stereo not drawn)
21	CCN(CC(=O)Nc1c(F)cccc1F)C(=O)Cc1csc(-c2ccc(OC)c(OC)c2)n1
22	O=C(O)c1cc(NC2(c3ccccc3)C(=O)c3ccccc3C2=O)ccc1Cl
23	COc1ccc(-n2c(=S)[nH]c3[nH]ncc3c2=O)cc1
24	Cc1cccc2cc(C(c3nnnn3Cc3ccc4c(c3)OCO4)N3CCCC3)c(=O)[nH]c12 (stereo not drawn)

Compound,19,20,21,22,23,24
SW480 rerep,-3%,-2%,-2%,.,4%,-3%
ATXN2 expr inh,29%,5%,0%,3%,-15%,-13%
IL-1B inflam inh,8,-7,-19,.,.,16
KB-3-1 tox,16%,3%,-3%,15%,6%,1%
HT1080-NT tox,21%,9%,-1%,.,19%,0%
KB-V1 cytotox,-5%,-20%,-4%,?,4%,13%
ATXN viability,i,i,i,i,i,i
HT1080 IDH1KD tx,13%,12%,-1%,.,15%,-2%
MCF10A rereplic,?,12%,2%,.,-1%,6%

25	C[C@H](NC(=O)OC(C)(C)C)C(=O)NCC1CCC(C(=O)O)CC1 (stereo partly drawn)
26	O=C(NCc1ccco1)C(c1ccco1)N(Cc1cccs1)C(=O)Cn1nnc2ccccc21 (stereo not drawn)
27	Cc1onc(-c2c(Cl)cccc2Cl)c1C(=O)Nn1cnnc1
28	Cc1ccc(/C=C2/Sc3ccccc3N(CC(=O)NCCCOC(C)C)C2=O)cc1
29	COc1ccc(Nc2cc(C)nc3c(C)cccc23)cc1OC
30	COc1ccc(-c2oc3ncn4nc(-c5ccccc5Br)nc4c3c2-c2ccc(OC)cc2)cc1

Compound,25,26,27,28,29,30
SW480 rerep,2%,1%,-8%,-111%[inhibitor],-1%,.
ATXN2 expr inh,-39%,-2%,-15%,-9%,-13%,-1%
IL-1B inflam inh,25,-6,18,?,?,.
KB-3-1 tox,-1%,6%,6%,4%,?,0%
HT1080-NT tox,21%,15%,12%,15%,-22%,.
KB-V1 cytotox,8%,-3%,2%,23µM*,-28%,8%
ATXN viability,?,i,i,i,?,i
HT1080 IDH1KD tx,17%,10%,10%,17%,?,.
MCF10A rereplic,-2%,22%,0%,?,19%,.

31	O=C1c2ccccc2C(=O)N1CCOc1ccccc1
32	CCOC(=O)C1CCN(C(=O)COC(=O)COc2ccc(Cl)cc2)CC1
33	Cc1ccc(C)c(-n2cc(CNCCc3cnccn3)c(-c3ccccc3)n2)c1
34	COc1ccc(C(C)=O)cc1Cn1nnc(-c2ccccc2Br)n1
35	CCn1c(NC(=O)C(C)C)c(-c2cccs2)c(=O)c2ccccc21
36	Cc1cc(NS(=O)(=O)c2ccc(NC(=O)C(C)Oc3ccc(Cl)cc3)cc2)no1 (stereo not drawn)

Compound,31,32,33,34,35,36
SW480 rerep,4%,-5%,-17%,-6%,-8%,-1%
ATXN2 expr inh,1%,18%[11.3 µM],.,-2%,-23%,4%
IL-1B inflam inh,4,16,?,30,16,19
KB-3-1 tox,0%,-1%,2%,0%,15%,8%
HT1080-NT tox,-5%,21%,-10%,-5%,6%,6%
KB-V1 cytotox,-2%,14%,?,-20%,-2%,21%
ATXN viability,i,i,?,i,?,i
HT1080 IDH1KD tx,-1%,15%,2%,-1%,14%,4%
MCF10A rereplic,8%,1%,5%,1%,-2%,-20%

37	CCC(C)C(=O)Nc1cc(OC)c(OC)cc1C(=O)O (stereo not drawn)
38	COCc1cc(C)nc2sc(C(=O)OC(C)C)c(N)c12
39	CC1=CC(C)(C)[N+](C)(C)c2ccccc21
40	CC1(C)CC(=O)C=C(c2cccs2)C1
41	CN(CC(=O)Nc1cccc(S(=O)(=O)NC2=NCCCCC2)c1)Cc1ccc(C(C)(C)C)cc1
42	COc1ccc(C2CC(=O)c3cc(OC)ccc3O2)cc1 (stereo not drawn)

Compound,37,38,39,40,41,42
SW480 rerep,3%,?,-29%,-2%,?,3%
ATXN2 expr inh,13%,16%,-20%,0%,?,34%
IL-1B inflam inh,27,-15,26,38,?,-26
KB-3-1 tox,12%,-14%,2%,-3%,-30%,15%
HT1080-NT tox,21%,-13%,6%,4%,?,0%
KB-V1 cytotox,4%,?,?,-12%,?,-1%
ATXN viability,i,i,i,i,i,i
HT1080 IDH1KD tx,20%,-5%[9.24 µM],-4%,2%,-18%,-13%
MCF10A rereplic,0%,21µM*,?,5%,22%,?

43	CN(Cc1cc(=O)[nH]c2ccccc12)C(=O)c1ccccc1
44	CCC(C)(C(=O)NC1CCCC1)N(C(=O)c1cnccn1)c1c(C)n(C)n(-c2ccccc2)c1=O (stereo not drawn)
45	CCOc1ccccc1Nc1nnc(SCC(=O)Nc2ccc3[nH]c(=O)[nH]c3c2)s1
46	O=C(CCCc1ccccc1)c1ccccc1
47	Cc1c(Cl)cccc1NC(=O)COc1ccc(S(=O)(=O)N2CCOCC2)cc1
48	Cc1nn(-c2ccccc2)c2c1C(c1ccc(O)c(O)c1)N1C(=N2)C(Nc2ccccc2)=Nc2ccccc21 (stereo not drawn)
49	O=C(CNC(=S)N(Cc1ccccc1F)C1CCCCC1)NCCCN1CCOCC1
50	CCn1c2c(c3cc(Cl)ccc31)CCCC2=O

Compound,43,44,45,46,47,48,49,50
SW480 rerep,-3%,6%,-5%,-4%,16%,?,0%,-9%
ATXN2 expr inh,5%,4%,7%,68%[activator],-1%,5%,-19%,-3%
IL-1B inflam inh,18,2,-12,-19,3,-10,-8,5
KB-3-1 tox,-22%,6%,-7%,6%,-3%,-5%,-2%,-13%
HT1080-NT tox,9%,5%,17%,22%,9%,3%,-4%,5%
KB-V1 cytotox,-26%,1%,10%,1%,1%,-7%,?,?
ATXN viability,i,?,i,?,i,?,i,i
HT1080 IDH1KD tx,0%,2%,7%,12%,-1%,1%,1%,2%
MCF10A rereplic,-3%,0%,3%,1%,1%,?,-4%,-10%

In the list so far, 2 have a tert-butyl group:
25	C[C@H](NC(=O)OC(C)(C)C)C(=O)NCC1CCC(C(=O)O)CC1 (stereo partly drawn)
41	CN(CC(=O)Nc1cccc(S(=O)(=O)NC2=NCCCCC2)c1)Cc1ccc(C(C)(C)C)cc1

Compound,25,41
SW480 rerep,2%,?
ATXN2 expr inh,-39%,?
IL-1B inflam inh,25,?
KB-3-1 tox,-1%,-30%
HT1080-NT tox,21%,?
KB-V1 cytotox,8%,?
ATXN viability,?,i
HT1080 IDH1KD tx,17%,-18%
MCF10A rereplic,-2%,22%
